Compound activity: PubChem, Southern Research Specialized Biocontainment Screening Center
MgcRacGAP inhibition = MgcRacGAP GTPase-activating activity inhibitors, confirmation, biochemical, ADP Hunter fluorescence. 0.6% of 340,000 active. one-dose inhibition, % at 30 µM; IC50 in µM for titrated hits. MgcRacGAP-stimulated Rac1 GTP hydrolysis, ADP Hunter fluorescence; higher % means a stronger effect; GST-tagged Rac1 F28L mutant substrate;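 active = first-screen hits whose inhibition reached a set limit at any dose in the follow-up dose series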;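 also: fluorescence reports GDP produced by GAP-driven GTP hydrolysis; strong numbers were not always called active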
RSV CPE inhibition = inhibition of RSV-induced cytopathic effect – HEp-2 cells, primary 10 µM value included (AID 2391); 0.13% of 310,000 active; CPE inhibition, % at 10 µM, or IC50 in µM where a hit was titrated; HEp-2 cells, RSV-induced CPE inhibition; higher % means a stronger effect; in the data active = a potency from the dose series; also: strong numbers were not always called active
NS5 inhibitors = flavivirus cap methylation enzyme inhibition – biochemical, confirmation dose response, primary screen (AID 588689); inhibition, % at 25 µM; hits with a dose series show IC50 in µM; Dengue-2 NS5 methyltransferase capping enzyme assay, biochemical; higher % means a stronger effect; 0.3% of 340,000 active; in the data active = a potency from the dose series
* hit, by the source's call. This is a subset; rates above refer to the full screens.

MgcRacGAP inhibition | RSV CPE inhibition | NS5 inhibitors | canonical_smiles
2% | 0.2% | -10% | O=C(OCc1nnc(-c2ccc([N+](=O)[O-])cc2)o1)C1CCN(C(=O)c2ccc(F)cc2)CC1
6% | 0.5% | 1% | O=C(CNC(=O)c1ccc(Br)o1)NNC(=O)COc1ccccc1Cl
12% | 4.0% | 3% | Cc1ccc(C(=O)CCC(=O)Nc2cccc(C(F)(F)F)c2)cc1C
-1% | 0.9% | -7% | Cc1cccc(Oc2ccccc2NC(=O)C2=COCCO2)c1
4% | -0.1% | -7% | COc1cccc(C(=O)COC(=O)COc2c(C)cc(C)cc2C)c1
7% | 0.6% | -1% | O=C(C1CCN(S(=O)(=O)c2ccccc2)CC1)N1CCC1
0% | 1.9% | -1% | O=C(CN1CCCC1c1ccc2c(c1)OCCO2)NC(=O)Nc1ccccc1 (stereo not given)
4% | -0.3% | 1% | COc1ccccc1CC(=O)Nc1ccc(S(=O)(=O)N(C)C2CCN(C)CC2)cc1
7% | -0.2% | -5% | N#Cc1ccccc1OCC(=O)NC(=O)NC1CCS(=O)(=O)C1 (stereo not given)
-3% | 0.1% | -1% | CCCCOc1ccccc1C1NC(=O)NC(C)=C1C(=O)OCCOC (stereo not given)
8% | 24% | -1% | Cc1ccc(C2=NN(S(=O)(=O)c3ccccc3)C(c3ccco3)C2)cc1 (stereo not given)
1% | -1.2% | -4% | Cc1noc(C)c1C(=O)N(CC(=O)Nc1ccc(Cl)c(C(F)(F)F)c1)Cc1ccco1
0% | 0.6% | -9% | CC(=O)c1cccc(S(=O)(=O)N2CCC(C(=O)OC3CCOC3=O)CC2)c1 (stereo not given)
0% | 0.0% | -6% | CCCN(CC(=O)Nc1ccccc1C)C(=O)C1CC(=O)N(c2ccc(CC)cc2)C1 (stereo not given)
4% | 0.9% | -5% | CCCCNc1nnc(SCC(=O)c2c(N)n(CCC)c(=O)[nH]c2=O)s1
4% | 1.4% | -10% | CCN(CC(=O)Nc1ccccc1OC)C(=O)CN1C(=O)NC(C)(c2ccccc2)C1=O (stereo not given)
3% | 0.6% | -8% | Cc1cc(C)c(C(=O)CN2C(=O)C(=O)N(C3CCCC3)C2=O)cc1C
7% | 2.7% | -2% | CC(C)NC(=O)NC(=O)CSc1ccc(S(=O)(=O)N2CCCC2)cn1
11% | 1.0% | -13% | CCc1nc(SCC(=O)N2CCc3cc(OC)c(OC)cc3C2)c(C#N)cc1C
3% | 2.3% | -4% | CCN(CC(=O)Nc1ccc(OC)cc1)C(=O)Cc1ccc(OC)c(S(=O)(=O)N2CCOCC2)c1
19µM* | 0.6% | -12% | O=C(N/N=C/c1ccc(O)c(O)c1)c1ccc(-n2cnnn2)cc1
-1% | -0.2% | 14% | Cn1c(SCC(=O)NC2CC2)nnc1-c1ccc(Cl)cc1
4% | 0.2% | -2% | COc1ccc(OC)c(NC(=O)COC(=O)c2ccc(OC)c(S(=O)(=O)N3CCCC3)c2)c1
8% | 13% | -2% | COc1cc(OC)cc(-c2oc(=O)c3cc(OC)c(OC)cc3c2C#CCCCO)c1
4% | -0.4% | -2% | c1ccc(CC[C@@H]2CC[C@@H](CCc3ccccc3)N2)cc1
11% | 0.4% | -2% | Cc1ccc(NC(=O)COc2ccccc2)c(NC(=O)c2ccccc2C)c1
1% | 1.6% | -3% | O=C(Cc1c(F)cccc1Cl)NNC(=O)c1ccccc1Cl
-1% | 10% | -5% | CCn1cnc2c(Nc3cc(F)cc(F)c3)nc(C#N)nc21
4% | 1.6% | -1% | CCCn1c(N)c(N(CCOC)C(=O)c2cc3ccccc3cc2OC)c(=O)[nH]c1=O
2% | -0.6% | -10% | Cc1ccccc1CN(C)c1ccc(S(=O)(=O)N2CCN(C)CC2)cn1
3% | 1.4% | 1% | COc1cc(C(=O)OCC(=O)Nc2ccccc2C(=O)NC2CC2)c([N+](=O)[O-])cc1OC
-2% | 1.1% | 1% | COc1ccc(OCc2nnc(SCC(=O)Nc3cccc(C(C)=O)c3)o2)cc1
7% | 0.3% | 2% | CCCCN1CC(=O)N2[C@H]3c4cc(Cl)ccc4OC[C@@H]3[C@H](c3ccccc3)[C@]2(C)C1=O
3% | 1.8% | -4% | CCOc1ccc(N2C(=O)CSC2=NC#N)cc1
7% | 1.6% | -1% | CN(Cc1ccccc1F)C(=O)CCNC(=O)c1ccc(C(C)(C)C)cc1
2% | 1.4% | -22% | Cc1ccc(NC(=O)CCNC(=O)Nc2ccccc2)cc1S(=O)(=O)N(C)C
3% | 0.5% | 1% | CCC(=O)c1ccc(OCC(=O)N2CCN(C(=O)c3ccccc3)CC2)cc1
4% | 0.9% | 3% | O=C(COC(=O)c1cccs1)Nc1cccc(Cl)c1
7% | 1.0% | 0% | O=C1NC(=O)c2cc3ccccc3cc21
7% | 0.6% | 0% | CCOc1ccc(N(CC(=O)NC2CCCCC2)C(=O)CNC(=O)c2ccco2)cc1
3% | -0.9% | -2% | CC(C)C(NC(=O)CCNC(=O)c1ccccc1Cl)c1nc2ccccc2[nH]1 (stereo not given)
-1% | 0.2% | -4% | COc1cc(C(=O)NCc2cn3ccsc3n2)cc(OC)c1OC
5% | 2.3% | 1% | CC(OC(=O)c1cc(S(=O)(=O)N2CCOCC2)ccc1Br)C(=O)N1CCOCC1 (stereo not given)
5% | 15% | -5% | COc1cc(OC)cc(-c2c(-c3ccc(F)cc3)c3cc(Br)ccc3n2C)c1
10% | 1.3% | 7% | C[C@H]1NC(=O)[C@@]2(C)[C@@H](c3ccccc3)[C@H]3COc4ccccc4[C@@H]3N2C1=O
2% | 0.1% | -4% | Cc1cccc(C(=O)Nc2ccc(C(=O)N/N=C/c3ccco3)cc2)c1
9% | 0.4% | 4% | O=C(CSc1ccccc1C(=O)N1CCN(c2ccccc2)CC1)N1CCCC1
5% | 0.5% | 2% | Cc1cccc(C)c1NC(=O)CN1C(=O)C2CC=CCC2C1=O (stereo not given)
13% | 0.9% | -12% | CCCNC(=O)C(Cc1ccc(Cl)cc1)NC(=O)c1ccc(C#N)cc1 (stereo not given)
12% | 0.9% | -3% | Cc1cccc(NC(=O)c2nc[nH]c2C(=O)N2CCc3ccccc3C2)c1
3% | 0.0% | 1% | O=C(CCSc1ccc(F)cc1)NNC(=O)c1ccccc1Cl
6% | -0.2% | -7% | COc1ccc(NS(=O)(=O)c2ccc(N3CCOCC3)c(N)c2)cc1
12% | -0.1% | -11% | O=C(NC(=O)c1ccccc1)C1=C(N2CCCC2)COC1=O
-2% | 0.4% | 3% | Cc1ccccc1N1CCN(C(=O)[C@@H]2CCCN2C2=NS(=O)(=O)c3ccccc32)CC1
7% | 2.9% | -2% | O=C(CN1C(=O)NC2(CCCC2)C1=O)Nc1cc(Cl)ccc1Oc1ccccc1
2% | 2.0% | 10% | CN(c1ccccc1)S(=O)(=O)c1cccc(NC(=O)CCNC(=O)c2ccccc2)c1
5% | 0.1% | -5% | CC(NC(=O)CN(C)CC(=O)Nc1cccc(F)c1)c1ccccc1 (stereo not given)
4% | 6.6% | -2% | CCOC(=O)c1cccc(C2=CC(=O)C[C@H](c3ccc(OC)c(OC)c3)C2)c1
1% | 0.6% | -5% | O=S(=O)(c1ccccc1)N(F)S(=O)(=O)c1ccccc1
2% | 0.3% | -1% | COc1ccccc1OCCC(=O)Nc1cccc(S(=O)(=O)N2CCOCC2)c1

Seven structures out of the list, ordered by count of non-hydrogen atoms, rising.
MgcRacGAP inhibition | RSV CPE inhibition | NS5 inhibitors | canonical_smiles
3% | 1.8% | -4% | CCOc1ccc(N2C(=O)CSC2=NC#N)cc1
5% | 0.5% | 2% | Cc1cccc(C)c1NC(=O)CN1C(=O)C2CC=CCC2C1=O (stereo not given)
-1% | 0.2% | -4% | COc1cc(C(=O)NCc2cn3ccsc3n2)cc(OC)c1OC
12% | 0.9% | -3% | Cc1cccc(NC(=O)c2nc[nH]c2C(=O)N2CCc3ccccc3C2)c1
2% | 1.4% | -22% | Cc1ccc(NC(=O)CCNC(=O)Nc2ccccc2)cc1S(=O)(=O)N(C)C
5% | 2.3% | 1% | CC(OC(=O)c1cc(S(=O)(=O)N2CCOCC2)ccc1Br)C(=O)N1CCOCC1 (stereo not given)
3% | 1.4% | 1% | COc1cc(C(=O)OCC(=O)Nc2ccccc2C(=O)NC2CC2)c([N+](=O)[O-])cc1OC

(next part)
MgcRacGAP inhibition | RSV CPE inhibition | NS5 inhibitors | canonical_smiles
3% | 0.1% | -1% | COc1ccc(NC(=O)c2cccc3c2C(=O)c2ccc(-c4cnc(OC)nc4)cc2S3(=O)=O)cc1
8% | -0.3% | -4% | COc1ccc(NC(=O)CCc2ccccc2)cc1S(=O)(=O)N1CCOCC1
3% | 0.8% | 1% | CN(C(=O)COC(=O)c1ccc(Cl)nc1)c1c(N)n(Cc2ccccc2)c(=O)[nH]c1=O
4% | 1.1% | 13% | O=C1c2ccccc2NC(c2ccc(-c3ccc(F)cc3)o2)N1O (stereo not given)
4% | -0.7% | 6% | COc1ccc(NC(=O)CN(C)C(=O)CN2C(=O)NC3(CCCCC3)C2=O)cc1
6% | -0.4% | -6% | COc1ccccc1/C=C/C(=O)OCC(=O)Nc1ccc2c(c1)OCCO2
0% | 3.4% | -4% | Cc1cccc(CSc2ccc(S(=O)(=O)N3CCCC3)cn2)c1
3% | 0.7% | -1% | COc1ccc(C(CNC(=O)COc2ccccc2)N2CCCCC2)cc1 (stereo not given)
8% | 1.3% | -4% | C[C@H](OC(=O)n1ccnc1)[C@@H]1O[C@@]2(C)CCC[C@@H]1O2
8% | 1.1% | 1% | COc1ccc(-c2ccc3c(c2)S(=O)(=O)c2cccc(C(=O)O)c2C3=O)cc1OC
8% | 1.0% | -3% | C=C1C[C@@]23CCC4[C@@](C)(CCC[C@@]4(C)C(=O)OC)C2CC[C@]1(OC(C)=O)C3 (stereo not given in full)
7% | 0.3% | 2% | CC1CCCCC1NC(=O)CN1C(=O)NC(C)(c2cccc(Br)c2)C1=O (stereo not given)
6% | 0.1% | -3% | O=C(COC(=O)c1ccc(Br)o1)Nc1ccc2[nH]c(=O)[nH]c2c1
4% | 7.9% | -4% | COc1ccc(CCNC(=O)c2cc(-c3ccccc3)c(N3CCOCC3)s2)cc1OC
-1% | 1.6% | 1% | CC(=O)Nc1ccc(NC(=O)CSc2nnc(C3CC3)n2-c2ccccc2)cc1
1% | 0.9% | -1% | CC1Cc2ccccc2N1C(=O)COC(=O)/C=C/c1cccc(F)c1 (stereo not given)
6% | 0.6% | -2% | CCOc1ccc(OCCC(=O)N(CC)CC(=O)Nc2c(F)cccc2F)cc1
1% | 0.2% | -4% | Cc1nn(CC(=O)NC(=O)c2ccccc2)c(C)c1[N+](=O)[O-]
1% | 4.7% | 3% | COc1ccc(S(=O)(=O)N2CCCCCC2)cc1C(=O)N(C)Cc1c(F)cccc1Cl
4% | 2.0% | 0% | Cc1cc(=O)oc2cc(NC(=O)c3cc(F)ccc3F)ccc12
-3% | 0.5% | 0% | CCOc1ccc(OCCCC(=O)ON=C(N)c2ccccc2C)cc1
0% | 0.2% | -1% | CC(C)NC(=O)NC(=O)COC(=O)c1ccc(S(=O)(=O)NCc2ccco2)cc1
-6% | 0.3% | -12% | Cc1ccccc1NC(=O)Cc1nc(CN(C)CC(=O)Nc2cccc(F)c2)cs1
11% | 1.3% | 0% | O=C(Cn1cc(C(F)(F)F)ccc1=O)N1CCc2ccccc2C1
8% | -1.6% | -3% | C[C@@]12CCC3[C@@](CCC4[C@@]3(C)CCC[C@@]4(C)C(=O)NC3CCCCC3)(CC1=O)C2 (stereo not given in full)
6% | 0.5% | -7% | N#CC1(NC(=O)CSc2nncn2-c2ccccc2F)CCCC1
10% | -0.1% | -7% | CC1(C)C(=O)Nc2ccccc2N1C(=O)COC(=O)CSc1ccc(Cl)cc1
9% | -0.1% | -5% | Cn1c(CC(=O)NNC(=O)c2cccnc2)nc2ccccc21
0% | -0.2% | -5% | COc1ccc(CNC(=O)c2ccc(Cl)c(S(=O)(=O)N3CCOCC3)c2)cc1OC
2% | 0.0% | -3% | NC(=O)c1ccc(NC(=O)c2cc(S(=O)(=O)N3CCCCC3)ccc2N2CCOCC2)cc1
-1% | 0.8% | 5% | CCCCN(C(=O)C1=NN(c2ccccc2)C(=O)CC1)c1c(N)n(CC(C)C)c(=O)[nH]c1=O
3% | 0.1% | 1% | Cn1c(SCC(=O)NCC2CCCO2)nnc1-c1ccc(Cl)cc1 (stereo not given)
0% | -0.5% | 1% | CCN(CC(=O)Nc1cc(Cl)ccc1C)C(=O)C1COc2ccccc2O1 (stereo not given)
7% | 33% | -4% | O=c1cc(-c2ccccc2)oc2ccccc12
3% | 1.9% | -7% | O=C(Nc1ccc(Cl)c(S(=O)(=O)N2CCOCC2)c1)C1CCC1
5% | 1.6% | -2% | CC1CCCC(C)N1C(=O)COC(=O)c1n[nH]c(=O)c2ccccc12 (stereo not given)
4% | 0.0% | -6% | NS(=O)(=O)c1cccc(NC(=O)COC(=O)CCN2C(=O)c3ccccc3C2=O)c1
5% | 0.0% | 0% | Nc1ccn(CC(=O)N[C@H](CO)Cc2c[nH]c3ccccc23)c(=O)n1

Structures above shown as hits in MgcRacGAP inhibition.
MgcRacGAP inhibition | RSV CPE inhibition | NS5 inhibitors | canonical_smiles
19µM* | 0.6% | -12% | O=C(N/N=C/c1ccc(O)c(O)c1)c1ccc(-n2cnnn2)cc1
